Growth percent in the NCI-60 one-dose screen (48 h, 10 µM unless noted): 100 = growth as untreated, 0 = no growth, -100 = all killed.
UO-31 – UO-31 renal cancer. 81,000 compounds, 5.2% hits. AID 1794768
HCT-116 – HCT-116 colon cancer; AID 1794798; 82,000 compounds, 7.3% hits
SN12C – SN12C renal cancer cells | 81,000 compounds, 3.8% hits
HCT-15 – HCT-15 colon cancer; 82,000 compounds, 5.2% hits
HT29 – HT29 colon cancer; AID 1794748; 81,000 compounds, 7.4% hits
HCC-2998 – HCC-2998 colon cancer; AID 1794799; 79,000 compounds, 4.7% hits
786-0 – 786-0 renal cancer cells; AID 1794775; 81,000 compounds, 5.1% hits
SW-620 – SW-620 colon cancer; 82,000 compounds, 5.2% hits
TK-10 – TK-10 renal cancer cells; 81,000 compounds, 3.9% hits; AID 1794769
* hit, by the source's call; · = not tested or not shown; & = joins results of further samples. How the source made its calls: active means growth percent below 10; inactive means the rest.

1. COc1ccc2nc(NC(=O)c3cccnc3Nc3ccc(Cl)cc3Cl)sc2c1
2. O=C(NC1CCCCCC1)c1ccc2c(=O)n3c(nc2c1)CCCCC3
3. Cc1[nH]cnc1S(=O)(=O)O
4. COc1cc(/C=C\c2c(-c3ccc(F)cc3)nc3sc(C)cn23)cc(OC)c1OC
5. O=C(O)c1ccc(-c2nn(-c3ccc(C(F)(F)F)cc3)cc2CNc2ccc(Cl)c(C(=O)O)c2)cc1
6. Cc1ccc(C)c2c1sc1nc3nc4sc5cc(Cl)c(Cl)cc5n4c(=N)c3c(=O)n12
7. C=CCn1c(C)nc2ccc(Nc3nc(N4CCCC4)nc4ccccc34)cc21
8. CC(O)(C(=O)c1ccccc1)c1ccccc1 (stereo not given)
9. COc1ccc(C2=NN(C(C)=O)C(c3cc(-c4cc5ccccc5o4)n(-c4ccccc4)n3)C2)cc1 (stereo not given)
10. S=c1nc(-c2ccccn2)c(-c2ccccn2)n[nH]1
Screen / compound no.	1	2	3	4	5	6	7	8	9	10
UO-31	71.4	99.8	83.1	45.5	88.3	84.6	90.0	93.5&93.4	82.2	81.1
HCT-116	80.8	103.6	102.5	58.2	102.0	88.4	91.5	102.8&102.8	103.5	100.2
SN12C	85.7	97.8	101.8	81.6	104.9	94.6	93.5	97.2&97.6	104.1	118.1
HCT-15	86.4	80.4	99.8	61.2	101.5	102.5	104.1	98.4&98.9	99.5	100.5
HT29	94.2	87.3	·	81.3	111.5	98.9	94.2	111.8&94.0	111.6	103.0
HCC-2998	105.6	121.3	101.5	·	109.8	96.8	101.1	100.1&98.0	105.6	99.5
786-0	99.5	105.6	101.7	65.8	106.5	95.0	88.9	99.8&105.9	105.4	98.4
SW-620	103.8	100.5	·	73.3	107.0	105.4	99.6	98.9&104.6	·	105.9
TK-10	14.3	103.7	100.4	91.2	103.2	146.9	107.8	103.0&96.4	92.3	98.6

11. Cc1cc(C)n(C(N)=O)n1
12. CN(C)CCC(=O)C1CC1
13. CN1CCc2cccc3c2C1Cc1ccc(O)c(O)c1-3 (stereo not given)
14. O=C(c1ccccc1)c1ccsc1C(=O)c1ccccc1
15. COc1ccc2[nH]c(=O)c(/C=C/C(=O)c3ccc(Nc4nccc(-c5ccc(Cl)cc5)n4)cc3)cc2c1
16. CC(=O)/C=C/c1cccc2c1C(=O)NC(C)(c1cc3cc(Br)ccc3oc1=O)N2 (stereo not given)
17. CCSC(=O)n1ccc(=O)[nH]c1=O
18. CC1(C)CC(=O)C2=C(C1)N(c1ccc(F)cc1F)C(N)=C(C#N)C2c1ccc(Br)s1 (stereo not given)
19. NCC1CC2c3ccccc3C1c1ccccc12 (stereo not given)
20. Cc1cccc(-n2c(SCC(=O)Nc3ccc(S(=O)(=O)Nc4nccs4)cc3)nc3ccccc3c2=O)c1
Screen / compound no.	11	12	13	14	15	16	17	18	19	20
UO-31	92.3	75.9	64.2	80.7	75.2	22.0	86.2	88.5	89.6	73.7
HCT-116	92.5	96.1	77.0	100.2	88.9	15.1	105.9	94.4	99.4	91.0
SN12C	94.9	98.9	88.4	98.5	93.1	12.7	112.7	96.0	99.3	101.1
HCT-15	95.5	106.2	70.7	96.3	97.5	14.6	95.2	97.4	103.8	99.0
HT29	101.1	99.3	76.2	100.8	97.8	27.6	90.4	92.0	90.0	104.5
HCC-2998	·	103.1	86.5	107.6	101.3	23.3	102.8	103.2	98.8	106.4
786-0	100.9	99.4	86.2	105.5	95.7	33.2	103.6	91.3	94.9	101.0
SW-620	105.4	101.7	34.8	106.2	88.5	32.3	106.4	102.5	97.2	98.0
TK-10	90.3	112.5	128.6	95.2	115.6	58.6	105.3	108.7	97.0	106.3

21. NC(=N\N=C\c1cc(Cl)ccc1O)/C(N)=N/N=C/c1cc(Cl)ccc1O
22. C#C[C@@]1(O)[C@@H](CO)O[C@@H](n2ccc3c(N)ncnc32)[C@@H]1O
23. O=C(O)c1cn(C2CC2)c2cc(N3CCN(C(=O)N4CCCC4)CC3)c(F)cc2c1=O
24. C#CCOc1ccccc1C(Nc1ccc(F)c(Cl)c1)c1nnnn1C1CCCCC1 (stereo not given)
25. c1ccc(-c2c(-c3ccccc3)[n+](Cc3ccc4ccccc4c3)c(-c3ccccc3)n2Cc2ccc3ccccc3c2)cc1
26. O=C1c2ccccc2C(=O)N1CN1CCC(CCCC2CCN(CN3C(=O)c4ccccc4C3=O)CC2)CC1
27. CSc1ccc(NC(=O)Nc2ccccc2C(N)=O)cc1
28. O=CN1N=C(c2cccc(Nc3ccnc4cc(Cl)ccc34)c2)CC1c1ccc(Cl)cc1 (stereo not given)
29. Clc1ccc(-c2nc3c4c(-c5ccccc5)c(-c5ccccc5)n(Cc5ccccc5)c4ncn3n2)cc1
30. CSc1nc2[nH]c(=O)n(O)c(=O)c2n1Cc1ccccc1
Screen / compound no.	21	22	23	24	25	26	27	28	29	30
UO-31	78.0	-14.7*	79.7	71.4	-95.2*	97.6	81.0	22.7	1.7*	65.2
HCT-116	106.7	5.2*	97.1	49.5	-74.8*	106.0	98.9	1.0*	3.2*	50.9
SN12C	106.1	-12.3*	96.3	87.7	-91.7*	95.3	106.4	34.1	0.4*	81.1
HCT-15	94.9	2.9*	96.2	75.7	-81.7*	101.3	92.6	29.5	13.6	72.8
HT29	112.7	2.8*	92.4	67.0	-70.1*	100.9	100.6	-24.8*	-2.0*	101.3
HCC-2998	96.2	-44.2*	98.9	92.6	-90.3*	96.1	107.1	44.3	22.1	98.5
786-0	105.4	4.1*	92.1	83.8	-76.9*	105.5	88.4	28.8	5.5*	86.8
SW-620	103.2	1.3*	99.0	96.5	-81.7*	96.0	111.6	23.4	12.0	51.4
TK-10	104.1	3.2*	95.9	103.9	-81.1*	107.2	96.9	45.0	24.1	107.4

Reprinted from the part before: 2 compounds, then new ones.
29. Clc1ccc(-c2nc3c4c(-c5ccccc5)c(-c5ccccc5)n(Cc5ccccc5)c4ncn3n2)cc1
30. CSc1nc2[nH]c(=O)n(O)c(=O)c2n1Cc1ccccc1
31. O=c1ccnc(SCc2ccccc2Cl)[nH]1
32. Cc1cc([N+](=O)[O-])ccc1Nc1ccc(C(=O)Nc2nc3cc(C(=O)N4CCN(C(c5ccccc5)c5ccccc5)CC4)ccc3o2)cc1[N+](=O)[O-]
33. COc1cc(-c2cc(-c3ccc(Nc4ncnc5cc(Cl)ccc45)cc3)nc(N3CCCC3)n2)cc(OC)c1OC
34. CCCCCC(=O)OC1CCCCC1
35. O=C(O)c1cccc(Cc2cccc(C(=O)O)c2)c1
36. Cn1cc(-c2nnc(-c3cn(C)c4ncccc34)o2)c2ccccc21
37. COc1ccc2c(c1)C1(Nc3ccccc3-c3nc4ccccc4n31)C(=O)N2 (stereo not given)
38. O=C(O)c1cccc(-c2ccccc2)c1O
39. O=C(NCCNc1cc(-c2cn(-c3ccccc3)nc2-c2cccc(O)c2)ccn1)Nc1cccc(C(F)(F)F)c1
40. Cc1cc(=O)oc2cc(OCCCCOc3ccc(/C=C/C(=O)Nc4cccc(Cl)c4)cc3)ccc12
Screen / compound no.	29	30	31	32	33	34	35	36	37	38	39	40
UO-31	1.7*	65.2	93.6&82.9	72.3	81.7	89.0	92.0	18.0	91.7	71.3	61.1	84.9
HCT-116	3.2*	50.9	103.2&107.4	65.5	92.1	114.9	99.9	23.0	90.1	105.3	78.8	79.7
SN12C	0.4*	81.1	92.9	75.0	96.2	106.8	96.2	28.4	95.3	99.2	82.5	73.8
HCT-15	13.6	72.8	101.9&99.8	77.0	103.0	111.1	107.4	17.9	109.4	99.6	50.3	60.3
HT29	-2.0*	101.3	97.3&103.5	68.1	100.8	94.6	98.8	12.1	89.2	101.9	74.7	86.4
HCC-2998	22.1	98.5	102.5&105.4	82.2	117.5	100.4	107.0	65.7	105.6	84.5	70.6	94.2
786-0	5.5*	86.8	92.8&116.0	81.1	94.4	99.2	104.0	59.7	98.5	100.5	90.0	54.7
SW-620	12.0	51.4	101.3&113.0	74.8	93.3	104.9	101.8	26.7	98.7	107.2	63.9	61.9
TK-10	24.1	107.4	93.2&108.3	90.9	122.9	88.8	102.4	69.9	109.9	108.7	101.0	66.2

41. NC(=S)N/N=C/c1ccc(N)cc1
42. Clc1ccc(C=Nc2ccc(Cl)cc2)cc1
43. O=C(O)CCSCCC(=O)O
44. CCOC(=O)NCCCN1c2nc3ccccc3cc2Sc2cc3ccccc3nc21
45. Cc1cc2c(c(=O)o1)C(c1ccc(OC(=O)N3CCOCC3)cc1)C(C#N)=C(N)O2 (stereo not given)
46. COc1ccc(/C=C/C=C\C(=O)c2ccc(-n3ccnc3C)cc2)cc1
47. COc1cc(C2C(C(=O)OCc3ccccc3)=C(C)NC(C)=C2C(=O)OCc2ccccc2)cc(OC)c1OC
48. CC(=O)CSc1nc(-c2ccccc2)c(-c2ccccc2)o1
49. CC(=O)C1=C(C)NC(=S)NC1c1ccccc1 (stereo not given)
50. O=C(Cn1c(-c2cncs2)nc2ccccc21)Nc1ccc(F)cc1F
Screen / compound no.	41	42	43	44	45	46	47	48	49	50
UO-31	91.6	83.6	98.0	23.8	90.2	69.4	18.5	73.6	82.8&78.2	71.3
HCT-116	94.1	100.6	110.3	68.2	103.9	63.8	17.1	106.8	108.5&107.6	97.4
SN12C	107.7	101.8	101.7	88.2	108.4	87.0	29.1	105.9	96.5&102.6	95.4
HCT-15	102.2	92.9	104.2	86.8	100.7	75.6	23.4	102.3	99.4&104.2	87.9
HT29	106.8	102.9	110.5	72.7	104.0	87.6	12.3	110.8	110.3&109.8	102.0
HCC-2998	104.2	105.4	100.7	87.2	99.4	95.9	52.0	105.3	107.8&108.2	99.3
786-0	99.9	98.9	107.1	90.2	99.2	91.0	25.2	102.1	104.1&104.8	106.3
SW-620	104.3	105.8	104.3	93.5	108.3	82.9	40.3	104.3	103.2&102.5	89.9
TK-10	·	93.7	106.9	106.9	95.6	107.8	34.8	116.3	86.3&114.4	96.8

51. COc1ccc(-c2c3c(cc4cc5ncccc5nc24)[C@H]2CC[C@]4(C)C(=O)CC[C@H]4[C@@H]2CC3)cc1
52. COc1cccc(OC)c1-c1nnn(C)c1C(=O)N1CCN(c2ccc([N+](=O)[O-])cc2Cl)CC1
53. NC(=S)Nc1cccc(Cl)c1
54. C/C1=C\CC2CC[C@@](C)(O)[C@@H](CC/C(C)=C/CC1)C2(C)C
55. COC(=O)C1[C@H]2C[C@H]3c4[nH]c5ccccc5c4CCN3C[C@@H]2CC[C@@H]1O (stereo not given in full)
56. COc1ccc(C(=O)CSC(=S)N2CCCCC2)cc1
57. COc1ccc(C2=NN(C(N)=S)C(c3ccc(Cl)cc3)C2)cc1S(N)(=O)=O (stereo not given)
58. CC(=O)c1ccc(Nc2ccnc(SCC(=O)c3ccc(Br)cc3)n2)cc1
Screen / compound no.	51	52	53	54	55	56	57	58
UO-31	36.5	66.8	88.3	94.1	78.8	83.7	89.0	62.3
HCT-116	51.8	110.8	103.5	97.3	106.0	·	90.3	90.1
SN12C	38.3	97.6	99.6	109.0	101.4	97.1	105.6	85.7
HCT-15	47.0	98.5	98.0	100.1	100.0	92.7	100.3	94.9
HT29	50.6	108.5	101.3	120.9	98.9	91.0	103.0	106.7
HCC-2998	72.0	103.1	56.8	·	101.8	100.6	103.7	101.0
786-0	76.3	102.1	98.9	97.8	98.0	97.0	97.9	103.0
SW-620	73.5	102.8	93.8	92.2	100.1	101.9	103.3	103.4
TK-10	114.0	106.2	108.7	109.9	107.5	98.7	103.3	113.8
